High-throughput results: PubChem BioAssay, several laboratories
KCNQ1 pot – potentiators or activators of KCNQ1 channel, primary screen, cell-based, thallium flux, high-throughput; 0.35% of 310,000 active; B-score at 10 µM; CHO-K1 KCNQ1, thallium flux FluxOR fluorescence; hits give high values; AID 2648, 2010; Potassium voltage-gated channel subfamily KQT member 1 (Homo sapiens), P51787;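 active = fluorescence ratio B-score, a plate-corrected score, at least three library SD, with initial intensity B-score within 5 SD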
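Test system: CHO-K1 cells stably expressing KCNQ1 / Medium: assay buffer / Also added: depolarizing K+/Tl+ stimulus, K2SO4 and Tl2SO4 each 12.5 mM in 5x stock / Incubation: 90 min dye loading and 20 min compound exposure, both at room temperature / Signal: thallium influx via FluxOR fluorescence, kinetic imaging / Evaluation: B score of baseline-normalized fluorescence ratio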
KCNQ1 inh – inhibitors of human KCNQ1 channel, primary screen, cell-based, thallium flux, high-throughput; B-score at 10 µM; AID 2642, 2010; 1.3% of 310,000 active; CHO-K1 KCNQ1, FluxOR thallium flux fluorescence; hits give high values;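 active = compounds whose thallium flux B-score, printed positive for inhibition, exceeds three library SD while starting fluorescence stays within three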;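 note: channel opened by potassium depolarization with thallium stimulus after 20 min compound exposure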
hERG rescue – hERG rescue from dofetilide block, primary screen, cell-based, CHO-hERG, FluxOR thallium flux, dofetilide IC70; dofetilide IC70 present; 0.51% of 310,000 active; activation (rescue from dofetilide block), less the hit threshold, % at 10 µM; AID 1511, 2009; Voltage-gated inwardly rectifying potassium channel KCNH2 (Homo sapiens), Q12809;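 active = activation above the mean of controls blocked by dofetilide plus 5 SD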;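 note: thallium influx through hERG after potassium depolarization seen as dye fluorescence rise; in these data hits start at about 4.7%; inactives centre near -7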
Target sequence (Q12809 whole entry, looked up): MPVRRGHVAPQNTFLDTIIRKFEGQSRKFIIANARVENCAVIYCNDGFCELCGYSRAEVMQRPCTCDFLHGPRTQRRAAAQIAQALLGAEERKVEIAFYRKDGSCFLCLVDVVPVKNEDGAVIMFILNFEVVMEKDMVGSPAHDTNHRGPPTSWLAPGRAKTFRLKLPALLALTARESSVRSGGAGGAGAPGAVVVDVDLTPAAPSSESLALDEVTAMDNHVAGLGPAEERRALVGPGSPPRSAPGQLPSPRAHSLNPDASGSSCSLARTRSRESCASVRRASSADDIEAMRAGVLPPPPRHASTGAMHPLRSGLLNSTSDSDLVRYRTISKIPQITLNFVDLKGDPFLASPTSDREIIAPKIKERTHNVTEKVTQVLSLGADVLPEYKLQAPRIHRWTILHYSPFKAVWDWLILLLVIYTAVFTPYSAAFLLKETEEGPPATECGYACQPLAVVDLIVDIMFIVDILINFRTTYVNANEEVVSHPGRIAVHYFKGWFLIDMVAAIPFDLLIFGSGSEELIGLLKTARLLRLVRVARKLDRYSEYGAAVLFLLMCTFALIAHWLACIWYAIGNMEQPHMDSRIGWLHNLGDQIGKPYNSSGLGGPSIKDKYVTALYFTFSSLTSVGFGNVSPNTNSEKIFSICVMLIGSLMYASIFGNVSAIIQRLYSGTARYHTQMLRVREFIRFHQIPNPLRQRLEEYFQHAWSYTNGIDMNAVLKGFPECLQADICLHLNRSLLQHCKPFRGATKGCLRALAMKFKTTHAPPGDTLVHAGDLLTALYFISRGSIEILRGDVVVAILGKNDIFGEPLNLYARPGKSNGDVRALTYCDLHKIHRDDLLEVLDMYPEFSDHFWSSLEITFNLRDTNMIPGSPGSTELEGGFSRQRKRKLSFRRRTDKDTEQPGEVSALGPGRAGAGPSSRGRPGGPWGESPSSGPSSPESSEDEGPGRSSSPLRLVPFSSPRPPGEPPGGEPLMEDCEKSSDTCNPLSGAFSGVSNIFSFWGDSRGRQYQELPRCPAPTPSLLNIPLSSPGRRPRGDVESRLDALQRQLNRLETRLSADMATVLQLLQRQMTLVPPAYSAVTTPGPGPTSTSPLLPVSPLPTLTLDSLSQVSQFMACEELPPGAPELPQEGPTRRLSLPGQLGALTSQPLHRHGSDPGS
Dyrk1A ADPGlo – rat Dyrk1A kinase inhibitors, primary screen, biochemical, single point, plate reader. Dual specificity tyrosine-phosphorylation-regulated kinase 1A (Rattus norvegicus), Q63470. ADP-Glo luminescence, NFATc1 peptide. inhibition, % at 12.5 µM. 0.43% of 310,000 active. AID 504441, 2011; in the data active = inhibition above about 50%;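 note: plate controls were vehicle with enzyme for no effect and no enzyme for full effect; many of its hits are not listed in these tables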
GSK3 alpha inh – blockers of GSK3A enzyme activity – biochemical, luminescence, cell-free homogeneous, HTS, primary screen. GSK-3 alpha kinase, ADP-Glo luminescence, 60 min. inhibition, % at 10 µM. 0.1% of 320,000 active. AID 2650, 2010;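 in the data active = inhibition above about 50%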;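 note: GST-tagged GSK-3 alpha with peptide substrate and 25 µM ATP; 0% = DMSO neutral wells and 100% = GW8510 positive control wells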
RGS4 inh – RGS4 inhibitors, primary screen, cell-based, HEK293 M3R inducible RGS4, calcium flux; Regulator of G-protein signaling 4 (Homo sapiens), P49798; Fluo-4 calcium flux; hits give high values; triggered by carbachol at its EC20; B-score at 10 µM; 0.45% of 310,000 active;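 active = B-score, a plate-corrected calcium signal, over three deviations above library mean, with baseline fluorescence within five deviations of library mean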;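 note: RGS4 expression induced by doxycycline in cells with stable M3 receptor; B-score is computed from the integrated fluorescence ratio over baseline after carbachol; higher B-score means a larger calcium signal and so more RGS4 inhibition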
PolyA inhibitor – polyadenylation inhibitors in yeast reporter cells, primary screen, luminescence, S. cerevisiae; S. cerevisiae SKY197-pL101 polyadenylation reporter, beta-gal luminescence; efflux-impaired pdr1/pdr3 knockout yeast; score 100 = 6 SD above DMSO; calls only at 12 µM; 0.02% of 300,000 active;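 active = lowest replicate activity score at least 50, where 100 means six control SD above control mean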;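 note: yeast exposed to compound for 9 h at 30 °C; higher score means more reporter readthrough which indicates perturbed polyadenylation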
KCNK9 inh – KCNK9 potassium channel inhibitors, primary screen, HEK293 cells, thallium flux. Potassium channel subfamily K member 9 (Homo sapiens), Q9NPC2. FluxOR thallium flux fluorescence; hits give low values. B-score at 10 µM. 1.2% of 310,000 active. AID 488922, 2010;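 active = ratio B-score over 3 SD below the library mean, with starting fluorescence within 5 SD of its mean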;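 note: negative B-score means less thallium flux so channel inhibition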
RGS4 pot – RGS4 potentiators or activators, primary screen, cell-based, HEK293 M3R inducible RGS4, calcium flux; carbachol calcium flux Fluo4; hits give low values; B-score at 10 µM; 0.92% of 310,000 active;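 active = B-score of the integrated calcium signal more than 4 SD below the library mean, with starting fluorescence not abnormally high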;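 note: negative B-score means reduced calcium response which marks RGS4 activation or potentiation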
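Assay system: HEK293 FlpIn-TREx cells, stable M3R, doxycycline-inducible RGS4 / Probe or stimulus: carbachol, ECmax concentration / Times: overnight RGS4 induction, 30 min dye load 37 °C, 20 min compound RT / Signal: kinetic calcium fluorescence imaging with Fluo4-AM dye, 2 µM / Measure: Agonist-evoked peak-minus-minimum fluorescence over baseline, integrated ratio, B score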
KCNK3 block – human KCNK3 channel inhibitors, primary screen, CHO cells, FluxOR thallium flux, B-score. Potassium channel subfamily K member 3 (Homo sapiens), O14649. FluxOR fluorescence; hits give low values. B-score at 10 µM. 0.84% of 340,000 active. AID 602410, 2012;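 active = B-score under library mean minus 4 SD, starting fluorescence ratio at most library mean plus 5 SD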;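 note: more negative B-score means stronger inhibition of thallium flux through KCNK3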
GSK3B inh – human GSK3beta kinase inhibitors, primary screen, biochemical, cell-free homogeneous, HTS; Glycogen synthase kinase-3 beta (Homo sapiens), P49841; GST-GSK3beta kinase, ADP-Glo luminescence, 60 min; hits give low values; activity score (negative = inhibition), % at 10 µM; 0.038% of 300,000 active;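 active = more than half of replicate wells score below -50%, meaning over 50% inhibition versus plate controls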;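 note: 0% = median DMSO wells and -100% = median GW8510 positive control wells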
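test system = GST-tagged human GSK3beta kinase, cell-free | reagent = 25 µM ATP with peptide substrate | dosing = one dose of 10 µM per compound | schedule = 60 min reaction, RT | detection = luminescent ADP-Glo measurement of ADP formed | control set = DMSO neutral wells and GW8510 at 20 µM as positive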
Active calls of the source: *; i = inactive; . = no result given. Some of the compounds tested. The share of hits here may be higher or lower than overall.

SMILES	KCNQ1 pot	KCNQ1 inh	hERG rescue	Dyrk1A ADPGlo	GSK3 alpha inh	RGS4 inh	PolyA inhibitor	KCNK9 inh	RGS4 pot	KCNK3 block	GSK3B inh
O=C(Nc1cc(=O)[nH]c2ncnn12)c1ccccc1F	i	i	-8	-3	6	i	i	i	i	i	0
COc1cc2c(cc1OC)C(c1cc([N+](=O)[O-])ccc1O)NCC2 (stereo not drawn)	i	i	1	-4	17	i	i	i	i	i	-1
O=C(NCCc1c[nH]c2ccccc12)c1ccc2nc[nH]c2c1	i	i	-14	1	1	i	i	i	i	i	-7
Cc1ccc(-c2ccc(S(=O)(=O)N3CCCC3)cc2)cc1	i	i	-18	-3	-1	i	.	i	i	i	2
Cc1cccc(NC(=S)N/N=C/C(C)c2ccccc2)c1C (stereo not drawn)	i	i	4.8*	-9	-2	i	i	i	i	i	0
Cc1nn(-c2ccccc2)c(Cl)c1C(=O)OCC(=O)N(C)c1c(N)n(Cc2ccccc2)c(=O)[nH]c1=O	i	i	-14	2	-2	i	i	i	i	i	0
CCNC(=O)COC(=O)c1cc(C)nc2ccccc12	i	i	-5	.	-1	i	i	i	i	i	0
CCOc1ccc(N(CC(=O)NC2CCCC2)S(=O)(=O)c2ccccc2)cc1	i	i	-10	0	0	i	i	i	i	i	3
O=C(O)C1CC=CCC1C(=O)Nc1ccc2c(c1)CCC2 (stereo not drawn)	i	6*	-7	-3	-1	i	i	i	i	i	2
CCn1c(CNC(=O)c2ccco2)nnc1SCC(=O)Nc1ccccc1Cl	i	i	-1	-6	-2	i	i	i	i	i	5
CCN(C(=O)CN(C)Cc1c(F)cccc1Cl)c1c(N)n(Cc2ccccc2)c(=O)[nH]c1=O	i	i	-5	2	-2	i	i	i	i	i	1
COc1ccc(S(=O)(=O)/N=C2/C=CC(=O)C(C)=C2C)cc1	i	i	-4	-5	-3	i	i	i	i	i	4
CCCCOc1ccc(C(=O)OCC(=O)Nc2cc(C)c(C)cc2[N+](=O)[O-])cc1	i	i	-10	-2	0	i	i	i	i	i	1
Cc1ccc(C)c(S(=O)(=O)NCc2ccc(C(=O)N3CCCCC3C)cc2)c1 (stereo not drawn)	i	i	-14	-5	-4	i	i	-6.8*	i	i	3
O=C1c2ccccc2S(=O)(=O)N1CCOc1ccc(F)cc1	i	i	-14	11	0	i	i	i	i	i	0
Cc1oc(-c2ccc(F)cc2)cc1-c1nn2c(-c3ccoc3C)nnc2s1	i	i	-15	4	-2	i	i	i	i	i	0
CC(=O)Cn1nnc(-c2ccc(C(F)(F)F)cc2)n1	i	i	-7	.	3	i	i	i	i	i	-1
CCOC(=O)c1sc2nccc(OC)c2c1N=CN(C)C	i	i	-13	1	-2	i	i	i	i	i	-2
Cc1ccc(NC(=O)C2CCC(=O)N2C(=O)OCc2ccccc2)cc1 (stereo not drawn)	i	i	-8	.	-2	i	i	i	i	i	0
COc1ccc(NS(=O)(=O)c2ccc(NC(=O)c3ccc(Br)cc3)cc2)nn1	i	i	-4	4	-2	i	i	i	i	i	5
O=C(Nc1ccc(N2CCN(C(=O)c3ccccc3)CC2)c(Cl)c1)c1ncn[nH]1	i	i	-16	-7	0	i	i	i	i	i	1
COc1ccccc1-c1ccc(SCC(=O)NCCc2ccccc2)nn1	i	i	-8	-5	-3	i	i	i	i	i	-6
CCOC(=O)CC1OC(=O)c2cc3c(cc21)C(=O)OC3CC(=O)OCC (stereo not drawn)	i	i	-5	1	2	i	i	i	i	i	-2
Cc1nc(NC(=O)CCCC(=O)Nc2nc(C)c(C)s2)sc1C	i	i	-11	3	-3	i	i	i	i	i	3
COCC(=O)Nc1ccc(OCc2ccccc2)cc1	i	i	-5	-5	2	i	i	i	i	i	-1
SMILES	KCNQ1 pot	KCNQ1 inh	hERG rescue	Dyrk1A ADPGlo	GSK3 alpha inh	RGS4 inh	PolyA inhibitor	KCNK9 inh	RGS4 pot	KCNK3 block	GSK3B inh
COc1ccc(Cl)cc1NC(=O)CN(C)C(=O)COc1ccccc1F	i	i	-18	4	5	i	i	i	i	i	0
N#C/C(=N\Nc1cccc(F)c1)C(=N)N1CCCCCC1	i	i	-11	6	-1	i	i	i	i	i	4
Cc1cccc(-n2nnc(C(=O)NCc3ccccn3)c2N)c1	i	i	-12	-9	3	i	i	i	i	i	0
O=C(NCC1CCCO1)c1nc2c(nnn2Cc2ccccc2Cl)c(=O)[nH]1 (stereo not drawn)	i	i	0	-3	-6	i	i	i	i	i	-4
CCCn1c(SCC(=O)NC(C)c2ccccc2)n[nH]c1=O (stereo not drawn)	i	i	-10	.	-8	i	i	i	i	i	-1
Cc1ccc(NC(=O)C2CCCC2)c(Br)c1	i	i	-5	8	-6	i	i	i	i	i	1
Cc1nn(-c2cc(C(F)(F)F)ccc2Cl)c2nc(C(Cl)(Cl)Cl)[nH]c(=O)c12	i	i	-4	-4	-3	i	i	i	i	i	0
CCOc1cc(N2CCOCC2)c(OCC)cc1NC(=O)Cc1ccccc1OC	i	i	-14	-4	1	i	i	i	i	i	-4
CSCc1cc(N(C)c2ccccc2)nc(-c2ccccc2)n1	i	7*	-6	-2	-7	i	i	i	i	i	-1
C=CCN(CC=C)S(=O)(=O)c1ccc(NC(=S)NC(=O)/C=C/c2ccc(C)cc2)cc1	i	i	-9	-5	-2	i	i	i	i	i	1
CCOCCCNC(=O)CN1CCN(Cc2ccc(Cl)cc2)C1=O	i	i	-9	-10	-2	i	i	i	i	i	5
CCC(=O)NC(=S)Nc1ccc(NC(=O)c2ccc([N+](=O)[O-])cc2Cl)cc1	i	i	-11	-5	3	i	i	i	i	i	-5
COc1ccc(C2C(=O)c3ccccc3C2=O)cc1OC	i	i	-11	-2	0	i	.	i	i	i	4
O=C(O)c1cccc(S(=O)(=O)N2CCCC(c3nc4c(nnn4Cc4ccccc4Cl)c(=O)[nH]3)C2)c1 (stereo not drawn)	i	i	-4	-1	4	i	i	i	i	i	.
CCC(C)N1CCN(C(=O)C2CCN(S(=O)(=O)c3c(C)noc3/C=C/c3ccco3)CC2)CC1 (stereo not drawn)	i	i	-10	0	0	i	i	i	i	i	-1
Cc1ccccc1NC(=O)CSc1nnc(-c2ccco2)n1N	i	i	-7	7	6	i	i	i	i	i	-2
CCCCn1c(-c2cccs2)nc2oc3ccccc3c(=O)c2c1=O	i	i	-12	.	3	i	i	i	i	i	4
Cc1nn(Cc2cccc(C(=O)Nc3ccn(Cc4ccccc4)n3)c2)c(C)c1[N+](=O)[O-]	i	i	-12	6	-1	i	i	i	i	i	4
O=C(COc1ccc(Cl)cc1)Nc1nc(-c2cccs2)cs1	i	i	-3	-5	-2	i	i	i	i	-9.3*	1
Cn1nccc1C(=O)N1CCCC(Nc2ccc(F)cc2)C1 (stereo not drawn)	i	i	-3	0	1	i	i	i	i	i	0
CCOC(=O)c1c(/N=C/c2cccc([N+](=O)[O-])c2O)sc2c1CCC2	i	i	-14	0	1	i	i	i	i	i	-3
COc1ccccc1N1CCN(C(=O)c2ccc(CS(=O)(=O)c3ccccc3OC)o2)CC1	i	i	-26	3	.	i	i	i	i	i	0
COc1cc(C2Nc3cccc4cccc(c34)N2)ccc1O	i	i	-17	0	1	i	i	i	i	i	-6
O=C(Nc1ccc(S(=O)(=O)Nc2ncccn2)cc1)c1ccc(S(=O)(=O)N2CCCC2)cc1	i	i	-5	0	2	i	i	i	i	i	3
CCOc1ccc(C(=O)NC(C(=O)NCCc2ccc(S(N)(=O)=O)cc2)C(C)C)cc1 (stereo not drawn)	i	i	-5	-2	-1	i	i	i	i	i	3
SMILES	KCNQ1 pot	KCNQ1 inh	hERG rescue	Dyrk1A ADPGlo	GSK3 alpha inh	RGS4 inh	PolyA inhibitor	KCNK9 inh	RGS4 pot	KCNK3 block	GSK3B inh
COc1cc(/C=N/NC(=O)c2nnn(-c3nonc3N)c2C(C)C)ccc1O	i	i	-7	2	5	i	i	i	i	i	1
COc1ccc(-n2cccc2/C=C2\C(=N)N3N=C(c4ccco4)SC3=NC2=O)cc1	i	i	-5	0	1	i	i	i	i	i	-2
COc1ccc2c(=O)c(N3C(=O)c4ccccc4C3=O)coc2c1	i	i	-13	-3	2	i	i	i	i	i	0
N#CCCN(C(=O)c1cc2c(s1)-c1ccccc1S(=O)(=O)C2)c1ccccc1	i	i	-9	.	1	i	i	i	i	i	-2
COc1ccccc1NC(=O)c1cc(Cl)nnc1Cl	i	i	-7	3	-1	i	i	i	i	i	1
COc1ccc2cc(C(c3nnnn3C3CCCCC3)N3CCCCCC3)c3nnnn3c2c1 (stereo not drawn)	i	i	-5	-1	1	i	i	i	i	i	0
Nc1ccc(C(=O)n2c3ccccc3c3ccccc32)cc1	i	i	-9	15	.	i	i	i	i	i	4
CS(=O)(=O)c1ccc(C(=O)OCC(=O)N2CCCc3ccccc32)cc1	i	i	-16	-3	-1	i	i	i	i	i	-1
O=C(CSc1ccc2nnc(-c3cccc(F)c3)n2n1)N1CCCc2ccccc21	i	i	-6	-1	2	i	i	i	i	i	1
Cc1ccc2nc(SCC(=O)Nc3nnc(SCC(N)=O)s3)[nH]c2c1	i	i	-13	2	10	i	i	i	i	i	-8
COc1ccccc1NC(=O)c1nnn(CC(=O)Nc2cccc(SC)c2)c1N	i	i	-19	8	-2	i	i	i	i	i	-3
Cc1cc(S(=O)(=O)N2CCN(c3ncccn3)CC2)ccc1-n1cnnn1	i	i	-4	3	-2	i	i	i	i	i	3
